Screening data: PubChem BioAssay, The Scripps Research Institute Molecular Screening Center
CHRM1 agonist: human M1 muscarinic receptor agonism | P11229 | CHO-K1 hM1, Fluo-8 calcium fluorescence, agonist mode; 0% DMSO, 100% acetylcholine EC100 | activation, % at 3 µM | 360,000 tested, 0.33% active;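 active = activation above the run's mean compound activation plus 3 SD, cut at about 16% in these data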;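 also: peak over basal fluorescence ratio within a 140 s kinetic read after compound addition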
Target sequence (P11229 whole entry, looked up): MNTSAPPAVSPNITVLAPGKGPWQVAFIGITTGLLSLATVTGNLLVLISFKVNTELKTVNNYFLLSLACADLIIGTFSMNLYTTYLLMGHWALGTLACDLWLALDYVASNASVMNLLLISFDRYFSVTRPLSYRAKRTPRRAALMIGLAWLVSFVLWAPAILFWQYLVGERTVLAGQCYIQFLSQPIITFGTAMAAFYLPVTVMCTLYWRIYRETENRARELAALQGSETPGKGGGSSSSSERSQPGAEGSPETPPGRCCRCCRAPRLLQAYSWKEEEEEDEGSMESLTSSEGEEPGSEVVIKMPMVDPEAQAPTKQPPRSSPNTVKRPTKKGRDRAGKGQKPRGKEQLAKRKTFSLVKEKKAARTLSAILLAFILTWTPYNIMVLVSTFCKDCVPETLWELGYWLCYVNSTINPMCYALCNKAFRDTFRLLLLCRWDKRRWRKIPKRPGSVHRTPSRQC
CHRM1 PAM: human CHRM1 positive allosteric modulation. AID 588819. 360,000 tested, 0.088% active. P11229. activation, % at 3 µM. CHO-K1 hM1, Fluo-8 calcium fluorescence, ACh EC20; 0% = ACh EC20, 100% = maximal ACh; in the data active = activation above about 19%, passing the limit was not always enough
CHO parental Ca: counter-screen for OX1R antagonists: effect in parental CHO cells | parental CHO-K1, ATP-induced calcium, Fluo-8 fluorescence | inhibition, % at 5.6 µM | 330,000 tested, 0.63% active;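 active = inhibition above that plate's mean sample inhibition plus 3 SD, cut at about 26% in these data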;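 also: 0% = ATP-challenged DMSO wells and 100% = DMSO wells without ATP; some compounds past the cut are filed as inactive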
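Assay system: parental CHO cells; Read-out basis: percent inhibition of ATP-evoked calcium rise, normalized to controls; Benchmarks: ATP and no-ATP DMSO wells; Compound dosing: single nominal dose of 5.6 µM per compound; Signal: Fluo-8 calcium dye fluorescence; Also added: ATP as calcium-mobilizing challenge; Repeats: singlicate.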
CHRM1 antagonist: antagonists of human M1 muscarinic receptor | CHO-K1 hM1, Fluo-8 calcium fluorescence, ACh EC80 antagonist | inhibition, % at 3 µM | 360,000 tested, 1.3% active;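 active = percent inhibition above its own plate's cutoff, namely the mean of that plate's compound wells plus 3 SD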;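 also: peak over basal fluorescence ratio during 140 s after agonist addition; 0% = ACh EC80 plus DMSO and 100% = DMSO alone without agonist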
TAAR1 antagonist: human TAAR1 antagonism. Q96RJ0. CHO RD-HGA16 TAAR1, Fluo-8 calcium fluorescence, antagonist. inhibition, % at 3 µM. 360,000 tested, 1.5% active. AID 624466;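 active = inhibition above a per-plate cutoff, the mean inhibition of test compounds on that plate plus 3 SD, cut at about 49% in these data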;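 also: 0% = DMSO plus EC80 beta-PEA response and 100% = DMSO alone without agonist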
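Test system: CHO RD-HGA16 cells bearing hTAAR1 | Reagent: β-PEA, EC80 | Compound dosing: 3 µM, single point | Schedule: Dye loading 75 min at 37 °C, then 30 min room temperature | Signal: Calcium fluorescence with Fluo-8 | Evaluation: Percent inhibition of PEA-evoked calcium signal, max/basal emission ratio | Control set: DMSO-only wells and EC80 β-PEA-stimulated wells | Repeats: Singlicate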
OXTR agonist: activates the human oxytocin receptor | CHO-OTR cells, Fluo-8 calcium fluorescence; normalized: DMSO 0%, oxytocin 100% | 320,000 tested, 0.32% active | activation, % at 3 µM | P30559;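 active = activation above the mean of all tested compounds plus 3 SD, cutoff set per screening run, cut at about 20% in these data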;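 also: peak over basal fluorescence ratio from a 100 s FLIPR kinetic read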
V1aR counter: V1a receptor agonism, counter-screen for OXTR agonists; P37288; CHO-V1R cells, Fluo-8 calcium fluorescence, agonist mode; 0% DMSO, 100% 3 nM vasopressin; activation, % at 3 µM; 320,000 tested, 0.25% active; AID 2797;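 active = activation above the mean activation of all tested compounds plus 3 SD, per screening run, cut at about 20% in these data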;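 also: signal is peak over basal fluorescence ratio across a 100 second FLIPR read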
Target sequence (P37288 whole entry, looked up): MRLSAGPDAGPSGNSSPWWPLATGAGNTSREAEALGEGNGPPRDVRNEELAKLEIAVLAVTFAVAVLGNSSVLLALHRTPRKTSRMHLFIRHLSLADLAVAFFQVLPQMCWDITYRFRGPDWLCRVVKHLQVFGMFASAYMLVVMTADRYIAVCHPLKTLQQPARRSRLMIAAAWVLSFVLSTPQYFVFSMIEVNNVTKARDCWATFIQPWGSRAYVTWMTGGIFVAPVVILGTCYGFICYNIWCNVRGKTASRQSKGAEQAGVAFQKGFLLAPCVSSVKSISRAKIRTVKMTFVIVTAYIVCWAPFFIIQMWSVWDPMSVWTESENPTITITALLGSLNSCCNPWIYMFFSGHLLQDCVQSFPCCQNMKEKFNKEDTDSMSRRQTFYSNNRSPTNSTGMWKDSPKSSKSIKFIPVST
TAAR1 agonist: human TAAR1 agonism. CHO RD-HGA16 TAAR1, Fluo-8 calcium fluorescence; vehicle wells 0%, saturating PEA agonist 100%. activation, % at 3 µM. 360,000 tested, 0.99% active. AID 624467;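 active = activation above the mean activation of all test compounds in the run plus 3 SD, cut at about 38% in these data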
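Benchmarks: low control DMSO, high control PEA (EC100); System: CHO RD-HGA16 cells carrying human TAAR1 plus Gα16; Detection: Fluo-8 fluorescence, 5 s baseline then 140 s kinetic read; Schedule: 17-24 h plating, Fluo-8 75 min 37 °C, 30 min RT; Read-out basis: % activation from peak over basal fluorescence ratio, DMSO-to-PEA scaled.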
OXTR potentiator: human OXTR potentiation; activation, % at 3 µM; 320,000 tested, 0.061% active; P30559; CHO-OTR cells, Fluo-8 calcium fluorescence, potentiator mode; 0% = oxytocin EC15, 100% = EC100;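 active = activation above that plate's cutoff, the mean activation of tested compounds plus 3 SD, cut at about 6.6% in these data, passing the limit was not always enough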;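 also: 100% uses oxytocin at 75 nM as the full agonist control; some results filed as inactive read as strong as hits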
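Measured by – Fluo-8 calcium dye fluorescence · Test system – human OTR in CHO cells · Dosing – one concentration, 3.0 µM compound · Controls – EC15 oxytocin alone as 0%, 75 nM oxytocin as 100% · Evaluation – normalized max/min fluorescence ratio, % activation · Timing – 6 min pre-incubation, 100 s read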
The depositor's hits bear a star; nt = no result given.

molecule | TAAR1 agonist | CHRM1 PAM | CHRM1 agonist | V1aR counter | OXTR potentiator | TAAR1 antagonist | OXTR agonist | CHRM1 antagonist | CHO parental Ca
CCC(CC)C(=O)c1c[nH]c(C(=O)NCc2ccccc2OC)c1 | 3 | -11 | -1 | 2.8 | -6 | -7 | 0.3 | 17 | -30
Nc1nnc(N2CCCCCC2)s1 | 14 | -6 | -5 | 0.7 | -7 | -2 | 0.2 | 2 | -2
Cc1cc(C)c(C(=O)CSc2nnc(N)s2)cc1C | -2 | 11 | -4 | -1.6 | 0 | -21 | -2.8 | -16 | -11
CCc1cccc(OCC2Cn3c(nc4c3c(=O)[nH]c(=O)n4C)O2)c1 (stereo not drawn) | 3 | 9 | -2 | 1.2 | -11 | -4 | 0.5 | -23 | -9
Nc1cc(=O)[nH]c(SCc2nnnn2-c2ccc(Cl)cc2)n1 | 0 | 9 | -4 | -0.1 | -4 | -22 | -0.3 | -7 | -9
CC(C)OC(=O)C(CC(=O)O)N1CCOCC1 (stereo not drawn) | 1 | 11 | -1 | 0.0 | -2 | 11 | 2.0 | -8 | -6
Cc1ccc(Cl)c(OCC(=O)NC2CCN(Cc3ccccc3)CC2)c1 | 1 | 0 | -6 | 0.6 | 1 | -8 | 2.5 | -7 | -6
O=C(NC(c1ccccc1)c1cnccn1)C1CCN(Cc2ccc(Cl)c(Cl)c2)CC1 (stereo not drawn) | -1 | -9 | -10 | nt | nt | -17 | nt | -2 | nt
CNC(=O)/C(C#N)=C/c1cn(CC(=O)NCc2ccco2)c2ccccc12 | 2 | 2 | -5 | 1.0 | -10 | -15 | -0.4 | 5 | -20
CC(C#CCN1CCCCC1)OCCOCc1ccccc1 (stereo not drawn) | 4 | -8 | -6 | -0.2 | -9 | -2 | 0.0 | 12 | 0
O=C(CCN1CCCCCC1)Nc1ccc(F)c(F)c1 | 2 | 10 | -4 | 0.1 | -7 | -2 | 1.5 | -15 | -10
COc1cc(NC(=O)CSc2ccc(-c3ccccn3)nn2)cc(OC)c1 | 6 | 7 | -3 | 1.4 | 3 | -11 | -0.8 | -15 | -15
CCCC(C)NC(=O)Cc1ccccc1[N+](=O)[O-] (stereo not drawn) | 5 | -5 | -2 | 0.0 | -1 | 0 | 2.0 | -2 | -15
Cc1ccccc1NC(=O)c1sc2nc3c(c(-c4ccco4)c2c1N)CCC3 | 0 | 0 | -3 | 0.2 | -1 | -4 | -0.8 | 2 | -27
CC1C(=O)N(Cc2cn(CCC3OCCCO3)nn2)CCS(=O)(=O)N1Cc1ccc(-c2ccc(F)nc2)cc1 (stereo not drawn) | 1 | 10 | -5 | nt | nt | -12 | nt | -18 | nt
COc1ccc(N2CCN(S(=O)(=O)c3cn(C)c(=O)n(C)c3=O)CC2)cc1 | -3 | 6 | -2 | 0.8 | -1 | -18 | -0.2 | -15 | -12
C#CCOCCOCCOCCNc1nc(N2CCN(C(=O)[C@H](CCC(=O)O)n3cc(C(N)Cc4ccc(O)cc4)nn3)CC2)nc(N2CCN(C(=O)[C@H](Cc3cc4ccccc4[nH]3)n3cc(C(N)[C@H](C)CC)nn3)CC2)n1 (stereo partly drawn) | nt | 2 | -6 | 0.9 | -1 | nt | 0.1 | 3 | 2
COc1ccccc1N1CCN(CC(O)c2ccccc2)CC1 (stereo not drawn) | 0 | 10 | -8 | 1.6 | -5 | -1 | 1.0 | -7 | -28
CCc1ccc(Nc2n[n+](-c3ccccc3)c(-c3cccc(C)c3)s2)cc1 | 1 | -4 | -10 | -0.2 | 0 | 7 | -1.8 | 2 | -6
Cc1ccc(-c2c(C(=O)N/N=C/c3cccc(Cl)c3)nnn2-c2nonc2N)cc1 | 4 | -4 | -3 | 1.3 | -12 | 35 | 1.7 | -3 | 0
CCCCNC(=O)C1CCC(CNS(=O)(=O)c2ccc(NC(C)=O)cc2)CC1 (stereo not drawn) | 0 | 10 | -5 | 0.8 | 8 | -17 | 1.9 | -12 | -8
COc1cc(C(=O)NCc2ccc(C(=O)NCC(OC)OC)cc2)cc(OC)c1OC | 0 | 9 | -3 | 1.4 | 2 | -3 | 0.7 | -6 | -5
O=C(OCC(=O)N1CCN(S(=O)(=O)c2ccccc2)CC1)C1CCC1 | 2 | 2 | 0 | 1.0 | -4 | 6 | 3.1 | -6 | -4
Cc1c(NC(=S)N/C(=N/S(=O)(=O)c2ccc(Cl)cc2)c2ccccc2)c(=O)n(-c2ccccc2)n1C | 0 | 1 | -6 | 0.6 | -6 | -16 | -0.1 | 4 | -6
COc1ccc2[nH]c(C(=O)Nc3cccc(C)n3)cc2c1 | 1 | -6 | -2 | 0.5 | 6 | 9 | -1.2 | 10 | -12

Structures listed so far containing an aryl methoxy group, in the order listed:
molecule | TAAR1 agonist | CHRM1 PAM | CHRM1 agonist | V1aR counter | OXTR potentiator | TAAR1 antagonist | OXTR agonist | CHRM1 antagonist | CHO parental Ca
CCC(CC)C(=O)c1c[nH]c(C(=O)NCc2ccccc2OC)c1 | 3 | -11 | -1 | 2.8 | -6 | -7 | 0.3 | 17 | -30
COc1cc(NC(=O)CSc2ccc(-c3ccccn3)nn2)cc(OC)c1 | 6 | 7 | -3 | 1.4 | 3 | -11 | -0.8 | -15 | -15
COc1ccc(N2CCN(S(=O)(=O)c3cn(C)c(=O)n(C)c3=O)CC2)cc1 | -3 | 6 | -2 | 0.8 | -1 | -18 | -0.2 | -15 | -12
COc1ccccc1N1CCN(CC(O)c2ccccc2)CC1 (stereo not drawn) | 0 | 10 | -8 | 1.6 | -5 | -1 | 1.0 | -7 | -28
COc1cc(C(=O)NCc2ccc(C(=O)NCC(OC)OC)cc2)cc(OC)c1OC | 0 | 9 | -3 | 1.4 | 2 | -3 | 0.7 | -6 | -5
COc1ccc2[nH]c(C(=O)Nc3cccc(C)n3)cc2c1 | 1 | -6 | -2 | 0.5 | 6 | 9 | -1.2 | 10 | -12

Additional records
molecule | TAAR1 agonist | CHRM1 PAM | CHRM1 agonist | V1aR counter | OXTR potentiator | TAAR1 antagonist | OXTR agonist | CHRM1 antagonist | CHO parental Ca
COC(=O)c1[nH]c2cc(C)ccc2c1NC(=O)CN1CCN(c2ccccc2OC)CC1 | 14 | -4 | -3 | 0.0 | -9 | 47 | -2.9 | 13 | -20
CCN(CC(=O)NCc1ccc(F)cc1)Cc1cc(=O)n2ccsc2n1 | 2 | 9 | -6 | 0.3 | -9 | -6 | -0.3 | -5 | -6
CCc1ccc(NC(=O)C2(c3ccccc3)CC2(Cl)Cl)cc1 (stereo not drawn) | 55* | 1 | 13 | 30* | -25 | 47 | 25* | 18 | 14
COc1ccc2[nH]c3c(c2c1)CCNC3(C)CCc1ccc(Cl)nc1 (stereo not drawn) | 5 | -3 | -8 | 3.3 | -11 | -3 | 3.5 | -2 | -2
O=C(COc1ccc2c3c(c(=O)oc2c1)CCC3)NC1CCN(Cc2ccccc2)CC1 | 0 | -7 | -14 | -0.2 | -10 | -4 | 0.9 | -3 | 0
O=C(CC1Sc2ccccc2NC1=O)NCc1cccc(Cl)c1 (stereo not drawn) | 4 | 0 | -8 | -0.8 | -9 | -34 | -1.3 | -4 | -4
COc1cc(/C=C(\C#N)C(=O)NCCc2ccccc2)cc(OC)c1O | 30 | 4 | 9 | 11 | -19 | 9 | 8.2 | -2 | 13
CCC(=O)N1c2ccccc2NC2=C(C(=O)CCC2)C1c1ccccc1 (stereo not drawn) | 6 | 8 | -2 | 2.1 | -1 | -4 | -0.4 | -30 | 1
COc1ccc(NC(=O)N(C)C[C@@H]2Oc3cc(C#CCN(C)C)ccc3S(=O)(=O)N([C@H](C)CO)C[C@H]2C)cc1 | 2 | 7 | -10 | nt | nt | -5 | nt | -6 | nt
O=C(Nc1ccnn1C1CCN(C/C=C/c2ccc(F)cc2)CC1)C1CCCC1 | 0 | 16 | 3 | 0.7 | -6 | -2 | -0.5 | -3 | -16
C1CCC(n2nnnc2CN2CCCC2)CC1 | 5 | 0 | -6 | -0.4 | 5 | 8 | 0.9 | 0 | -5
Cc1cccc(N2CCN(Cc3nc(C4CC4)no3)CC2)n1 | 1 | -10 | -5 | -0.3 | 0 | -32 | -0.4 | 29 | -19
Cc1ccc(Cn2c(N)c(S(=O)(=O)c3cccs3)c3nc4ccccc4nc32)cc1 | 7 | 4 | -1 | 0.3 | -8 | -14 | 0.9 | -4 | -22
CC(C)Cc1nnc(NC(=O)CCC(=O)N2CCN(C3CCCC3)CC2)s1 | 3 | -3 | 15 | 0.1 | -1 | -8 | -0.6 | 0 | -10
C[C@H](CO)N1C[C@H](C)[C@@H](CN(C)C(=O)Nc2ccccc2)Oc2ccc(NC(=O)Nc3ccc(C(F)(F)F)cc3)cc2C1=O | 3 | -6 | 4 | 4.2 | -2 | -6 | 2.8 | 5 | -5
CC1(C)CC(=O)C(C=Nc2cc(C(=O)c3ccccc3)ccc2N)=C(O)C1 | 2 | -3 | -4 | 1.5 | -5 | 2 | -0.3 | 6 | -3

Three of the compounds above, as labelled records:
C1CCC(n2nnnc2CN2CCCC2)CC1
- TAAR1 agonist: 5
- CHRM1 PAM: 0
- CHRM1 agonist: -6
- V1aR counter: -0.4
- OXTR potentiator: 5
- TAAR1 antagonist: 8
- OXTR agonist: 0.9
- CHRM1 antagonist: 0
- CHO parental Ca: -5

O=C(COc1ccc2c3c(c(=O)oc2c1)CCC3)NC1CCN(Cc2ccccc2)CC1
- TAAR1 agonist: 0
- CHRM1 PAM: -7
- CHRM1 agonist: -14
- V1aR counter: -0.2
- OXTR potentiator: -10
- TAAR1 antagonist: -4
- OXTR agonist: 0.9
- CHRM1 antagonist: -3
- CHO parental Ca: 0

Cc1ccc(Cn2c(N)c(S(=O)(=O)c3cccs3)c3nc4ccccc4nc32)cc1
- TAAR1 agonist: 7
- CHRM1 PAM: 4
- CHRM1 agonist: -1
- V1aR counter: 0.3
- OXTR potentiator: -8
- TAAR1 antagonist: -14
- OXTR agonist: 0.9
- CHRM1 antagonist: -4
- CHO parental Ca: -22
